# Source: PubChem BioAssay
# IMPase cell inh = IMPase inhibition in cells; inhibition (IP1 accumulation), % at 46.1 µM; 120,000 tested, under 10 active; P97697; CHO-M1 cells, IP1 accumulation, HTRF TR-FRET ratio; active means well fitted curve in the direction sought with a large enough effect in the signal ratio, not every such curve was filed as active; inconclusive means small, poorly fitted or top-dose-only effect, or a change in a side signal; inactive means no such curve, though single readings can be large or run the other way; the % refers to the signal ratio;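 further: cells stimulated with carbachol in lithium chloride buffer; plate controls were DMSO basal wells for no effect and reference inhibitor wells for full effect; higher means more IMPase inhibition seen as more IP1 and lower FRET ratio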
# Target sequence (P97697 whole entry, looked up): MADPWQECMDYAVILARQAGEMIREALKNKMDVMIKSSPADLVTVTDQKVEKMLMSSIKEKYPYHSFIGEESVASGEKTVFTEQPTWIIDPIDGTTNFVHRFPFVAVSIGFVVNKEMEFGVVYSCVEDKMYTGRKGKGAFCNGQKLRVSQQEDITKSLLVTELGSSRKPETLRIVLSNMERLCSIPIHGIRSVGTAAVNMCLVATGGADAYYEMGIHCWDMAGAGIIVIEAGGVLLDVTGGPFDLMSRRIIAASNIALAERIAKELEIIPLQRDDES
#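 Cellular IMPase inhibition is scored as a rise in cytosolic IP1, detected by competitive TR-FRET between d2-labelled IP1 and a europium anti-IP1 antibody. M1-expressing CHO cells were stimulated with carbachol for 30 min at 37C, with lithium (50 mM LiCl) present in the buffer.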
# An asterisk follows results filed as active; ? = inconclusive. Only part of the results is shown; the hit share may differ from the screen's.
IMPase cell inh | SMILES
-11 | COCc1cc(C)nc2sc(C(=O)Nc3ccc(C(C)=O)cc3)c(N)c12
-3 | CCCCCCOc1ccc(/C=C/C(=O)Nc2sc3c(c2C(=O)OC)CCC3)cc1OC
8 | CCc1ccc(C2c3c(oc4ccc(C)cc4c3=O)C(=O)N2c2nc(C)c(C)s2)cc1 (configuration not stated)
-2 | Cc1cc(C)c(S(=O)(=O)Nc2ccc3oc4c(c3c2)C(=O)CC(C)(C)C4)cc1C
4 | Cc1c(Cl)cccc1NC(=O)Cn1cc(C(=O)c2cccs2)c2ccccc21
? | CSc1nc2sc3c(c2c(=O)n1-c1ccc(C)cc1)CCCC3
-1 | CC1CCN(Cc2c(O)ccc3c(=O)c(-c4cccc(Cl)c4)c(C(F)(F)F)oc23)CC1
7 | Cc1cccc(NC(c2cccc(Cl)c2)c2ccc3cccnc3c2O)n1 (configuration not stated)
-1 | COc1ccc(NC(=O)CSc2nc(-c3ccco3)cc(C(F)(F)F)n2)cc1OC
0 | COc1cc(OC)cc(C(=O)Nc2ccccc2-c2nc3ccccc3s2)c1
-12 | O=C(O)c1ccccc1NC(=O)N1c2ccccc2Sc2ccccc21
-1 | COc1ccc2c(c1)CCc1sc(NC(=O)c3ccc(Cl)cc3)nc1-2
3 | Cc1cccc(NC(=O)c2c(N)sc3c2CCC(C)C3)c1 (configuration not stated)
-8 | Cc1ccc(N2CC(C(=O)Nc3ccc(N(C)C)cc3)CC2=O)cc1Cl (configuration not stated)
4 | COc1ccc(-n2c(=O)c3c4c(sc3n3c(SC(C)C)nnc23)COC(C(C)C)C4)cc1 (configuration not stated)
? | CCCOc1ccc(C(=O)Nc2ccc(NC(=O)c3ccccc3)c(C)c2)cc1
-5 | Cc1cccc(OCC(=O)NC(Cc2c[nH]c3ccccc23)C(=O)O)c1C (configuration not stated)
-10 | CCOC(=O)c1c(NC(=O)/C=C/c2ccc(OCC)cc2)sc2c1CCC2
4 | CCCS(=O)(=O)c1c(S(=O)(=O)CCC)c2cc(C(C)(C)C)ccn2c1C(=O)c1ccccc1
2 | COc1ccc(-c2noc(CCC(=O)NCc3ccc(C)cc3)n2)cc1
-6 | O=C(Nc1ccc2nn(-c3ccccc3)nc2c1)c1ccc(-c2cccc(Cl)c2)o1
-8 | COc1ccc(NC(=O)C(Cc2c[nH]c3ccccc23)NC(=O)OC(C)(C)C)cc1 (configuration not stated)
-3 | CCOc1ccc(-c2oc3ccc(C)cc3c(=O)c2O)cc1
-5 | O=C(Nc1ccc2nn(-c3ccccc3)nc2c1)c1cc2ccccc2o1
0 | Cc1ccc(S(=O)(=O)Nc2cc(Cl)c3oc4c(c3c2)C(=O)CC(C)(C)C4)cc1
? | N#C/C(=C\c1c(Oc2ccc(Br)cc2)nc2ccccn2c1=O)c1nc2ccccc2s1
? | CCOc1ccc(C(=O)Nc2ccc3oc(-c4cccc5ccccc45)nc3c2)cc1
1 | Cc1cc(C)cc(C(=O)Nc2cccc(-c3nc4ncccc4o3)c2C)c1
? | CCCOc1ccc(C(=O)Nc2ccc(NC(=O)c3ccc(Br)cc3)cc2)cc1
-2 | Cc1ccc(C)c(-n2c(CCC(=O)O)ccc2-c2ccc(Cl)cc2)c1
8 | COc1ccc(Cl)cc1NC(=O)NCC1CCN(Cc2ccccc2F)CC1
0 | COc1cc(NC(=O)c2nc3nc(C)cc(C(F)F)n3n2)c(OC)cc1Cl
-2 | CCCCCCc1cc2cc(-c3nnc(-c4ccc(C)cc4)o3)c(=O)oc2cc1O
6 | Cc1cc(C)n2c(Nc3ccc(C(C)C)cc3)c(-c3ccsc3)nc2n1
3 | CCOC(=O)c1cc(NC(=O)c2ccc(F)cc2)c(=O)n2c1oc1ccc(Cl)cc12
? | Cc1ccc(-n2c(SCC(=O)Nc3c(C)cccc3C)nc(O)c(C)c2=O)cc1
7 | CCOc1ccc(C(=O)Nc2ccc3oc(-c4cccnc4)nc3c2)cc1
? | O=C(Nc1ccc(O)c(-c2nc3ccccc3o2)c1)c1sc2ccccc2c1Cl
1 | COc1ccc(CCNC(=O)CN(c2cc(C(F)(F)F)ccc2Cl)S(C)(=O)=O)cc1
-9 | CCOC(=O)c1c(C)n(-c2ccccc2)c2ccc(OC(=O)COc3ccc(Cl)cc3)cc12
-4 | Nc1nnc(SCC(=O)Nc2ccccc2C(F)(F)F)s1
-9 | CC1CCc2c(sc(NC(=O)COc3ccccc3C(C)(C)C)c2C#N)C1 (configuration not stated)
9 | CCOc1ccccc1C1CC(=O)NC(C)=C1C(=O)OC1CCCCCC1 (configuration not stated)
0 | Cc1ccc(-n2c(=O)c3ccc(C(=O)NCc4ccco4)cc3n(CC(=O)Nc3ccccc3C(F)(F)F)c2=O)cc1
-3 | CCOC(=O)c1c(-c2ccccc2)oc2ccc(N(C(C)=O)S(=O)(=O)c3ccc(C)cc3)cc12

# Looked up above.
# CCOC(=O)c1c(C)n(-c2ccccc2)c2ccc(OC(=O)COc3ccc(Cl)cc3)cc12 in IMPase cell inh has -9
# Cc1cc(C)n2c(Nc3ccc(C(C)C)cc3)c(-c3ccsc3)nc2n1 in IMPase cell inh has 6
# COc1cc(NC(=O)c2nc3nc(C)cc(C(F)F)n3n2)c(OC)cc1Cl in IMPase cell inh has 0
# CCOC(=O)c1cc(NC(=O)c2ccc(F)cc2)c(=O)n2c1oc1ccc(Cl)cc12 in IMPase cell inh has 3

# 5 neighbouring records out of the list so far, for reference:
IMPase cell inh | SMILES
-11 | COCc1cc(C)nc2sc(C(=O)Nc3ccc(C(C)=O)cc3)c(N)c12
-3 | CCCCCCOc1ccc(/C=C/C(=O)Nc2sc3c(c2C(=O)OC)CCC3)cc1OC
8 | CCc1ccc(C2c3c(oc4ccc(C)cc4c3=O)C(=O)N2c2nc(C)c(C)s2)cc1 (configuration not stated)
-2 | Cc1cc(C)c(S(=O)(=O)Nc2ccc3oc4c(c3c2)C(=O)CC(C)(C)C4)cc1C
4 | Cc1c(Cl)cccc1NC(=O)Cn1cc(C(=O)c2cccs2)c2ccccc21

# (continued)
IMPase cell inh | SMILES
15 | COc1ccc(CN(C(=O)c2ccc(OCC(C)C)cc2)C2CCS(=O)(=O)C2)cc1 (configuration not stated)
9 | CCc1nn2c(=O)c(S(=O)(=O)Nc3cccc(F)c3)c(C)nc2s1
6 | Cc1nn(-c2ccccc2)c(OC(=O)c2ccc(Br)cc2)c1S(=O)(=O)c1ccccc1
-7 | CCOc1ccc(S(=O)(=O)N(CC(=O)NCCc2ccc(OC)c(OC)c2)c2ccccc2)cc1
0 | Cc1ccc(C(=O)c2oc3ccccc3c2NC(=O)COc2ccc(Cl)c(C)c2)cc1
0 | Cc1cccc(C(=O)Nc2ccc3oc(-c4cccc5c(Br)cccc45)nc3c2)c1
1 | Cc1ccc(Nc2c(-c3cccc(Cl)c3)nc3cccc(C)n23)cc1
10 | O=C(COC(=O)c1cc(-c2ccccc2)nc2c(Cl)cccc12)c1ccc(F)cc1
-11 | CCOC(=O)c1cc(NC(=O)c2ccc(OC)cc2)c(=O)n2c1oc1ccc(Cl)cc12
-4 | CCC1CCc2nc3sc(C(=O)Nc4cccc(F)c4)c(N)c3cc2C1 (configuration not stated)
5 | COc1ccc(OC)c(C2NC(=O)NC(C)=C2C(=O)Nc2ccc(F)cc2)c1 (configuration not stated)
-12 | Cc1ccc2nc(-c3ccc(NC(=O)COc4ccccc4C(C)(C)C)cc3)sc2c1
0 | CCCC1=Nc2cc(C(=O)NCCc3ccccc3)ccc2Sc2ccc(C)cc21
-2 | Cc1ccc(NC(=O)c2cc(-c3cccs3)nc3ccccc23)c(C)c1
-3 | CCNS(=O)(=O)c1ccc(NC(=O)CSc2nc(-c3ccco3)cc(C(F)(F)F)n2)cc1
6 | COc1ccc(-c2cc(C(F)(F)F)n3nc(C(=O)Nc4ccccc4SC)cc3n2)cc1OC
-1 | COc1ccc(CNC(=O)C(=O)Nc2ccc(OC)cc2OC)cc1
-5 | Cn1c(=O)n(C)c2cc(N3CCOCC3)c(NC(=O)c3ccc(Cl)cc3)cc21
-1 | CCOC(=O)c1cc(NC(=O)c2ccc(F)cc2)c(=O)n2c1oc1ccccc12
-1 | CCOc1ccccc1NC(=O)CSc1nc(-c2cccs2)cc(C(F)(F)F)n1
-28 | CCOc1ccc(NC(=O)CSc2nc(-c3ccc(F)cc3)cc(C(F)(F)F)c2C#N)cc1
0 | Cc1ccc(Nc2nnc(-c3ccc(C)c(S(=O)(=O)NCc4nc5ccccc5[nH]4)c3)c3ccccc23)cc1
17 | CCOC(=O)CSc1nc2ccccc2c(=O)n1-c1cccc(C)c1
6 | COc1ccc(N(C(=O)c2ccc(OC)c(OC)c2)S(=O)(=O)c2ccc(Cl)cc2)cc1
-4 | COc1cc2ccccc2cc1C(=O)Nc1cccc(-c2nc3ccccc3o2)c1
0 | Cc1cc(NS(=O)(=O)c2ccc(NC(=O)COc3ccc(Br)cc3C)cc2)no1
13 | CCCCCOc1ccc(Cn2c(=O)oc3ccc(C)cc32)cc1OC
-3 | CCOc1cc2c(cc1OCC)C(c1c(F)cccc1Cl)CC(=O)N2 (configuration not stated)
-6 | COc1ccc(S(=O)(=O)Nc2c(C)nc3nc(C)[nH]n3c2=O)cc1
-5 | COc1cc(C2c3c(oc4ccccc4c3=O)C(=O)N2c2nnc(C(C)C)s2)cc(OC)c1OC (configuration not stated)

# Quoted at random: 3 records from the list, in no set order.
IMPase cell inh | SMILES
5 | COc1ccc(OC)c(C2NC(=O)NC(C)=C2C(=O)Nc2ccc(F)cc2)c1 (configuration not stated)
-1 | COc1ccc2c(c1)CCc1sc(NC(=O)c3ccc(Cl)cc3)nc1-2
7 | Cc1cccc(NC(c2cccc(Cl)c2)c2ccc3cccnc3c2O)n1 (configuration not stated)

# Carrying on:
IMPase cell inh | SMILES
-6 | Cc1cc2nn(-c3ccccc3)nc2cc1NC(=O)Cc1ccc(Cl)cc1
6 | COc1ccc(NC(=O)Cn2c(=O)n(Cc3ccccc3Cl)c(=O)c3cc(OC)c(OC)cc32)cc1OC
1 | CCN(Cc1ccccc1)Cc1c(O)ccc2c(=O)c(-c3ccccc3OC)c(C(F)(F)F)oc12
6 | Cc1cccc(NC(=O)c2c(Br)sc3c2CCCC3)c1
-10 | Cc1ccc(-c2nc3cc(NC(=O)c4cc5ccccc5o4)ccc3o2)cc1
-7 | COc1cc(OC)c(C2Nc3ccccc3-c3nnc(SCc4ccccc4)nc3O2)cc1OC (configuration not stated)
4 | Cc1cccc(C)c1NC(=O)Cn1c(=O)n(CC2CCC(C(=O)NCCc3ccccc3)CC2)c(=O)c2ccccc21 (configuration not stated)
-13 | COc1cccc(-c2ccc3c(N)c(C(=O)c4ccc(F)cc4)sc3n2)c1
4 | CCOC(=O)c1cnc2c(ccc3ccccc32)c1Nc1ccc(Cl)cc1
-10 | COc1cccc(Nc2nc3ccccc3c3nncn23)c1
2 | CC(=O)c1ccc(NC(=O)CCOc2ccccc2)cc1
-8 | CCOC(=O)c1c(NC(=O)COc2cccc(C)c2C)sc2c1CCCCC2
-10 | COC(=O)c1ccc([C@H]2Nc3ccc(S(=O)(=O)Nc4cccc(C)c4)cc3[C@H]3C=CC[C@H]32)cc1
1 | COc1ccc(NC(=O)c2sc3nc(C)c(C(=O)Nc4ccc(C)cc4C)c(-c4cccs4)c3c2N)cc1
-1 | COc1ccc(C2Oc3nc(SC)nnc3-c3ccccc3N2C(C)=O)cc1 (configuration not stated)

# Shown as labelled records: part of the list above
mol: Cc1cccc(C)c1NC(=O)Cn1c(=O)n(CC2CCC(C(=O)NCCc3ccccc3)CC2)c(=O)c2ccccc21 (configuration not stated)
  IMPase cell inh: 4
mol: COc1cccc(-c2ccc3c(N)c(C(=O)c4ccc(F)cc4)sc3n2)c1
  IMPase cell inh: -13

# (next part)
IMPase cell inh | SMILES
9 | CCc1cccc(NC(=O)Cn2c(=O)n(CC(=O)NCCc3ccccc3)c(=O)c3ccccc32)c1
-5 | COc1ccc(NC(=O)CSC2=Nc3ccccc3C3=NC(CCC(=O)NCc4ccc(F)cc4)C(=O)N23)cc1Cl (configuration not stated)
2 | Cc1cc(C)c(OCC(=O)Nc2cccc(-c3nc4ncccc4o3)c2)c(Br)c1
-13 | Cc1nnc(NC(=O)c2ccccc2)s1
-2 | COCc1cc(C)nc2sc(C(=O)Nc3ccc(OC(F)(F)F)cc3)c(N)c12
9 | COc1ccc(NC(=O)C2CCC(CNS(=O)(=O)c3ccc(Br)s3)CC2)cc1OC (configuration not stated)
12 | CCOc1ccccc1C1C(C(=O)Nc2ccccc2)=C(C)Nc2nc(-c3ccccc3)nn21 (configuration not stated)
-15 | COc1ccc(OCC(=O)Nc2ccc(O)c(-c3nc4ccccc4s3)c2)cc1
4 | COc1ccc(-c2cc(C(F)(F)F)c(C#N)c(SCC(=O)Nc3cccc(C)c3)n2)cc1
2 | Cc1cc2nc(-c3ccc(OCc4ccccc4Cl)cc3)cc(C(F)(F)F)n2n1
-10 | COc1ccc(OC)c(C2Nc3c(C)cc(C)cc3-c3cc(C)nn32)c1 (configuration not stated)
-2 | CCCNC(=O)c1c(NC(=O)c2ccc(C)cc2)sc2c1CCCCC2
